SENP1 inh – human SENP1 catalytic domain inhibitors, primary screen, biochemical, FRET, uHTS | Sentrin-specific protease 1 (Homo sapiens), Q9P0U3 | recombinant SENP1 catalytic domain, CyPet-SUMO1-YPet FRET cleavage | inhibition, % at 10 µM | hit rate 0.21% among 360,000 | AID 624204, 2012;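 active = inhibition at least 30% at 10 µM, raw YFP signal under a set limit, fluorescence ratio 0.5 to 1.5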;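 also: 0% = enzyme with DMSO and 100% = no enzyme wells; some results filed as inactive read as strong as hits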
Target sequence (Q9P0U3 419-644 limits assumed): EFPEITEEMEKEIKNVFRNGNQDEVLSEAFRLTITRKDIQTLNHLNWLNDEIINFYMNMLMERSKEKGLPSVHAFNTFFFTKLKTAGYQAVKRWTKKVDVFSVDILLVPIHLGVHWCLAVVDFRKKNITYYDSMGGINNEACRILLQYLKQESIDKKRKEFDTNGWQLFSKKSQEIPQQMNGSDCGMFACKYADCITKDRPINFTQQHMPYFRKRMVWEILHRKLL
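Assay system: hSENP1 catalytic domain, recombinant. Amount: SENP1 enzyme, 20 pM final. Schedule: 50 min reaction, RT, dark. Technique: FRET, CFP and YFP emission. Control set: no-enzyme wells low, DMSO-plus-enzyme wells high control.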
NR3A LBD binder – binders of NR3A ligand-binding domain, primary screen, biophysical, differential scanning fluorimetry, uHTS; NR3A LBD differential scanning fluorimetry, Tm shift; 0% = protein alone, 100% = glycine-bound protein; Tm shift relative to glycine control, % at 25 µM; hit rate 2.5% among 340,000; AID 1259313, 2017;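 active = melting temperature shift of at least 10% of the positive control shift, at one fixed dose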
ATG4B inh – ATG4B protease inhibitors, primary screen, biochemical, fluorescence, uHTS | Cysteine protease ATG4B (Homo sapiens), Q9Y4P1 | ATG4B cleavage of LC3-PLA2, NBD-HPC fluorescence, 1 h | inhibition, % at 8.33 µM | hit rate 0.51% among 340,000 | AID 504462, 2011; in the data active = inhibition above about 40%
PfG6PD inh – PfG6PD enzyme inhibitors, primary screen, biochemical, fluorescence intensity, uHTS; glucose-6-phosphate dehydrogenase-6-phosphogluconolactonase (Plasmodium falciparum 3D7); PfGluPho enzyme, NADPH resazurin-diaphorase fluorescence; inhibition, % at 20 µM; hit rate 0.78% among 350,000;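 active = inhibition reaching at least a set limit at 20 µM in the primary screen, cut at about 59% in these data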;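 also: 0% = DMSO wells with substrate and 100% = DMSO wells lacking glucose-6-phosphate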
hIAP act – human IAP activators, primary screen, biochemical, luminescence, uHTS | Intestinal-type alkaline phosphatase (Homo sapiens), P09923 | purified human IAP, CDP-Star luminescence, 30 min; stronger effect = higher value; 1 = vehicle-only enzyme, 0 = enzyme-free background | activation factor at 10 µM | hit rate 0.16% among 330,000 | AID 2524, 2010;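 active = activation factor of the enzyme at least 2-fold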; also: the source names both 10 and 20 µM as test concentration; values of inactives mirror those of a sister screen read the other way
SENP8 block – human SENP8 protease inhibitors, primary screen, biochemical, fluorescence, Nedd8 protein substrate, uHTS | AID 602440, 2012 | Sentrin-specific protease 8 (Homo sapiens), Q96LD8 | recombinant SENP8 | hit rate 0.64% among 360,000 | inhibition, % at 20 µM; in the data active = inhibition mostly above about 40%, no sharp cut-off; inactive = mostly below about 27%
Target sequence (Q96LD8 whole entry, looked up): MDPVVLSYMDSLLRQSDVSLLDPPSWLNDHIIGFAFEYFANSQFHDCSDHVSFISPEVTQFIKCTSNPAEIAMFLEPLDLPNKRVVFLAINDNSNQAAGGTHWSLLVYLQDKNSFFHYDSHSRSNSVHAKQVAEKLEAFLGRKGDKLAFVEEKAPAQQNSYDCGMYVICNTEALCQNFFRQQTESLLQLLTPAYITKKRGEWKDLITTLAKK
MPTP block – mitochondrial permeability transition pore inhibitors, primary screen, biochemical, isolated mouse mitochondria, absorbance; Ca2+ swelling absorbance, 30 min; inhibition, % at 10 µM; hit rate 1.4% among 360,000; AID 602449, 2012;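 active = inhibition of 50% or more, scaled per plate between neutral and stimulator controls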;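 also: 0% = DMSO wells given calcium and 100% = 1 mM EGTA wells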
SENP6 block – SENP6 protease inhibitors, primary screen, biochemical, luminescence, uHTS | Sentrin-specific protease 6 (Homo sapiens), Q9GZR1 | Recombinant SENP6 catalytic domain, aminoluciferin luminescence | inhibition, % at 10 µM | hit rate 1.8% among 330,000 | AID 2599, 2010;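 active = inhibition above about 50% at the single tested dose, limit read from the data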;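 also: plate controls were DMSO wells with enzyme for no effect and DMSO wells lacking enzyme for full effect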
Target sequence (Q9GZR1 628-1112 limits assumed): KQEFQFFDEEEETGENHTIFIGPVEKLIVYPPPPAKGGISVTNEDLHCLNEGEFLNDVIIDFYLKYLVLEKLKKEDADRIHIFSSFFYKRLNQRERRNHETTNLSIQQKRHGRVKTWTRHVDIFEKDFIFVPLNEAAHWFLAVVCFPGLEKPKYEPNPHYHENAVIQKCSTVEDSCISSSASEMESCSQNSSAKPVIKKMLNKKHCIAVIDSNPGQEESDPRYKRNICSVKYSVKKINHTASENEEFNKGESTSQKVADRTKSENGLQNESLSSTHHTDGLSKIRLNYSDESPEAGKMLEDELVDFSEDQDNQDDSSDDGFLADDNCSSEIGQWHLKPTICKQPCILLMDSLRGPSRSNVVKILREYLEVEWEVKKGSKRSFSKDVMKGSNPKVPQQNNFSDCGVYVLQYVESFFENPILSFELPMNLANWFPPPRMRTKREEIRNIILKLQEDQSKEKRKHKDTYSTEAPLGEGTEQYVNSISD
* hit, by the source's call; nt = no result given.

SMILES	SENP1 inh	NR3A LBD binder	ATG4B inh	PfG6PD inh	hIAP act	SENP8 block	MPTP block	SENP6 block
CCOc1cc(CN2CCN(Cc3ccc(C)o3)C(CCO)C2)ccc1OC (stereo not given)	-20	0	5	1	0.91	2	1.0	-17
CC1(C)CC(=O)C2=C(C1)N(Cc1ccccc1)C(=O)C2(NC(=O)C(C)(C)C)C(F)(F)F (stereo not given)	2	-1	1	-9	1.3	14	-0.9	-2
COCCNC(=O)Cn1c(=O)oc2cc(S(=O)(=O)N3CC(C)CC(C)C3)ccc21 (stereo not given)	2	-4	3	-14	1.2	7	0.1	1
CCn1c(-c2ccccc2)c(C(=O)CCl)c2ccccc21	0	0	8	7	0.91	2	1.7	1
COc1cc(-c2c(C(C)=O)c(C)nc3c2C(=O)c2ccccc2-3)cc(OC)c1OC	2	-1	12	-11	0.92	19	0.8	-14
CN1C(=O)/C(=C/c2ccccc2OCc2ccc(C(=O)O)cc2)NC1=S	-43	0	11	-27	0.9	7	0.1	-6
O=c1ccc2cc(S(=O)(=O)NCc3ccccc3)ccc2[nH]1	0	0	-3	-11	1	-4	-0.9	-19
COc1cccc(CN(C)C(=O)CCN=C2NS(=O)(=O)c3ccccc32)c1OC	1	1	-4	1	1	8	0.6	-2
CC(C)(C)OC(=O)[C@H](Cc1ccccc1)NC(=O)c1[nH]cnc1C(=O)Nc1ccc(Cl)cc1	1	6	-17	31	1.9	4	0.4	-6
CC(=O)c1ccc(S(=O)(=O)NCCOc2ccccc2)cc1	-1	nt	nt	1	nt	7	-1.2	nt
CN(Cc1nc2ccccc2c(=O)[nH]1)C(=O)c1ccc(S(=O)(=O)N(C)C)cc1	0	2	-5	-1	0.75	7	2.5	-11
ON=C1c2cc(OCCN3CCCCC3)ccc2-c2ccc(OCCN3CCCCC3)cc21	2	0	-2	21	1.4	10	5.0	13
CC(C)[C@H](NC(=O)c1ccccc1)C(=O)Nc1cccc(S(=O)(=O)N2CCOCC2)c1	4	-2	-2	9	1.1	16	-1.3	13
COCCCn1c(SCC(=O)NC2CCCCC2)nnc1-c1ccncc1	2	1	-7	-7	1.3	15	0.1	-2
COc1cccc(CN2CCN(C(=O)c3oc4c(F)cccc4c3C)CC2=O)c1	-1	1	-4	-5	1.2	1	-0.7	87*
O=C(Nc1ccc2nc(-c3ccc4nc[nH]c4c3)[nH]c2c1)c1cccs1	-2	29*	-25	29	1.5	-119	-0.8	-10
COCc1nnc(NC(C)=O)s1	0	0	-7	-5	0.89	5	0.2	13
Cc1ccccc1OCC(O)Cn1c(SC(C)C)nc2c1c(=O)[nH]c(=O)n2C (stereo not given)	3	0	-5	37	0.9	20	0.4	-18
COc1cc(CN2CCN(S(=O)(=O)c3ccc(NC(C)=O)cc3)CC2)cc(OC)c1O	1	-1	-9	9	0.89	5	-0.6	-6
O=C(Cn1c2ccccc2c2nc3n(c(=O)c21)CCS3)Nc1ccccc1	-6	-2	-2	2	1.2	-302	-0.8	-6
CN(C)C1=NC[C@H](Cc2ccccc2)N1CCCC1CCCCC1	0	-5	5	-13	0.8	-2	2.7	-1
Cn1c(C(=O)N2CCC(C(N)=O)CC2)cc2c(=O)n(C)c3ccccc3c21	2	-2	-1	20	0.9	5	-2.4	-6
CCS(=O)(=O)N1CCN(S(=O)(=O)c2ccc(S(=O)(=O)NC3CC3)cc2)CC1	1	1	-11	2	0.95	7	-1.6	-4
Cc1ccc(CN(C)C[C@@H]2OCc3cnnn3CCCC(=O)N([C@@H](C)CO)C[C@H]2C)cc1	-1	nt	nt	-14	nt	10	2.6	nt
Cc1nc(C)c(C(=O)NNS(=O)(=O)c2ccc([N+](=O)[O-])cc2)s1	-1	-1	0	-10	1.1	32	1.1	14
O=C(Nc1ccc(F)cc1F)NC1CCN(Cc2c(F)cccc2Cl)CC1	0	0	-1	6	1.3	16	5.0	-10
O=C(CN1CCOCC1)NNC(=O)c1ccc([N+](=O)[O-])cc1	1	1	-8	7	0.82	11	-2.8	13
COc1ccccc1N(C(=O)c1snc(C(N)=O)c1N)C(C(=O)NC1CCCC1)c1ccc(N(C)C)cc1 (stereo not given)	-1	-2	-3	-13	1	-172	0.6	-3
COc1cc(-c2cc3nc4ccccc4n3c(N)c2C#N)cc(OC)c1OC	-68	-3	27	15	1.1	-437	2.6	8
CCOC(=O)CSc1nnc(CNC(=O)c2cccc(C)c2)n1C	0	0	0	-7	0.85	11	0.6	-12
CCOC(=O)C(C(=O)N(C)Cc1ccccc1)C1CCCCC1 (stereo not given)	-1	-1	8	-10	1.2	2	-0.3	-3
Cc1sc2nc(CSC(C)C(=O)Nc3ccc(Cl)cn3)[nH]c(=O)c2c1C (stereo not given)	12	0	-3	26	0.98	-36	-0.3	11
CCOC(=O)CC(NC(C)=O)c1ccc([N+](=O)[O-])cc1 (stereo not given)	2	-1	-6	-2	1.4	24	1.2	9
CCOC(=O)CCC(NC(=O)c1ccc(Nc2nc3ccccc3nc2C(=O)OCC)cc1)C(=O)OCC (stereo not given)	3	-1	1	7	nt	16	-0.3	nt
O=C(NNC(=O)C1CC1c1ccccc1)Nc1ccccc1 (stereo not given)	4	-1	-10	-3	1.1	14	-0.1	8
Cc1[nH]n(-c2nc(-c3ccccc3F)cc(=O)[nH]2)c(=O)c1CCO	2	1	1	-3	0.28	1	-1.2	3
COc1ccc(NC(=O)Nc2cccc3c2O[C@H](CN(C)C(=O)Nc2ccc(OC)cc2)[C@@H](C)CN([C@H](C)CO)C3=O)cc1	1	1	-10	-1	0.94	9	0.2	-9
CN(C)/N=C/c1ccc(Sc2ccc([N+](=O)[O-])cc2[N+](=O)[O-])o1	0	-5	18	39	0.97	17	1.4	2
COc1ccc(C2CC(c3ccc(Cl)cc3)Nc3nc(NC(=O)c4ccco4)nn32)cc1 (stereo not given)	0	-5	2	3	nt	3	-3.8	nt
C=C(C)CNC(=O)C1CCC(=O)N(CCCc2ccccc2)C1 (stereo not given)	-3	-2	-3	4	nt	12	-0.9	nt
CCCCN(Cc1nc2ccccc2c(=O)[nH]1)C(=O)COc1ccc(F)cc1Cl	-53	-8	-14	29	1	-56	-1.0	3
CC(C)CC(c1nnnn1Cc1ccccc1)N1CCN(C(=O)c2ccco2)CC1 (stereo not given)	-2	-1	0	-15	0.98	16	0.9	1
O=C1CC(SCc2nc3ccccc3[nH]2)C(=O)N1c1ccc(F)cc1 (stereo not given)	-16	2	-7	13	0.91	-100	1.8	-4
Cc1cccc(OCc2cc(-c3ccccc3)no2)c1C	-2	1	10	14	0.87	19	0.5	67*
O=C(O)c1cccc(S(=O)(=O)NCC2CCCO2)c1 (stereo not given)	0	-1	-1	4	1.1	6	0.8	9
O=C(N/N=C/c1cc2c(cc1Cl)OCO2)c1cccc(Br)c1	0	-5	-1	-2	0.94	-139	0.4	51*
CCOc1ccccc1N(CC(=O)NCc1ccccc1)C(=O)CCC(=O)Nc1cc(C)ccn1	2	1	1	-16	1	2	0.5	3
CCC(CNC(=O)c1c(C)nn(-c2ccccc2)c1Cl)c1ccccc1 (stereo not given)	-2	-2	13	-10	0.94	15	-0.1	-5
COc1ccc(-n2nc(C(=O)Nc3ccc4c(c3)OCO4)c3ccccc3c2=O)c(OC)c1	2	-1	-1	-13	1.3	6	0.1	-16
CC[C@@]1(C(=O)OC)N[C@H](CN(C)C(=O)Nc2ccc(C(F)(F)F)cc2)[C@@H]2C(=O)N(C)C(=O)[C@@H]21	-1	-1	nt	41	0.82	6	1.2	3
O=C(COc1ccc(S(=O)(=O)N2CCCC2)cc1[N+](=O)[O-])N1CCCCC1	0	nt	nt	-3	nt	11	-0.4	nt
O=C(Cc1ccccc1)NCc1n[nH]c(=S)n1-c1ccccc1	1	1	-1	20	1.1	3	-1.8	-13
NC(=O)CCC(=O)N1CCCC(C(=O)c2ccc(C(F)(F)F)cc2)C1 (stereo not given)	1	2	2	-12	1.2	14	-1.2	3
CC(=O)Nc1ccc(OC(=O)C(CCS(C)(=O)=O)N2C(=O)c3ccccc3C2=O)cc1 (stereo not given)	3	1	-11	-8	1.1	28	-1.6	-11
CC(CN1CCCCC1)OC(=O)c1ccc(Cl)cc1Cl (stereo not given)	5	-3	-11	-26	0.99	27	-2.0	-2
CCO[C@@H]1OC(C(=O)NCc2ccccc2)=C[C@H](c2ccc(Br)cc2)[C@H]1CCCO	1	-6	-24	14	1.2	22	0.0	-9
C[C@H]1CN([C@@H](C)CO)C(=O)Cc2cc(NC(=O)CCC(F)(F)F)ccc2O[C@H]1CN(C)S(C)(=O)=O	3	1	5	-8	0.98	8	-0.2	6
Cc1onc(-c2c(F)cccc2Cl)c1C(=O)N1CCN(c2ncccn2)CC1	1	0	-8	-8	1	-23	-0.9	1
CCCNC(=O)c1nc(C)n(-c2cc(Cl)ccc2Cl)n1	3	2	-2	-2	1	7	-0.6	6
O=C(CNC(=O)/C(=C\c1ccc(Br)cc1)NC(=O)c1ccccc1)OCc1ccccc1	0	-7	-11	3	1	16	-1.5	-15

An excerpt of these results, with values under each structure:
Results follow in this order: SENP1 inh	NR3A LBD binder	ATG4B inh	PfG6PD inh	hIAP act	SENP8 block	MPTP block	SENP6 block
CC[C@@]1(C(=O)OC)N[C@H](CN(C)C(=O)Nc2ccc(C(F)(F)F)cc2)[C@@H]2C(=O)N(C)C(=O)[C@@H]21
 : -1	-1	nt	41	0.82	6	1.2	3
CC(CN1CCCCC1)OC(=O)c1ccc(Cl)cc1Cl (stereo not given)
 : 5	-3	-11	-26	0.99	27	-2.0	-2
CCCNC(=O)c1nc(C)n(-c2cc(Cl)ccc2Cl)n1
 : 3	2	-2	-2	1	7	-0.6	6

The list goes on.
SMILES	SENP1 inh	NR3A LBD binder	ATG4B inh	PfG6PD inh	hIAP act	SENP8 block	MPTP block	SENP6 block
CCn1c(SCC(=O)Nc2nc(C)cs2)nnc1-c1ccoc1C	-2	-1	-1	9	1.1	17	2.6	8
Cc1cc(/C=N/n2cnnc2)c(C)n1-c1ccc(OCc2ccc(Cl)cc2Cl)cc1	2	-4	16	23	1.2	-36	108*	-18
Cc1ccc(C2C(C(=O)O)c3ccccc3C(=O)N2C)c(C)c1 (stereo not given)	2	1	-2	4	1.2	4	0.6	-6
COc1ccccc1C(=O)NC(=O)COC(=O)CNC(=O)c1ccccc1F	0	-2	-3	-6	1.2	3	0.0	-24
CCC(=NCCc1c(C)[nH]c2ccc(OC(F)(F)F)cc12)C1=C(O)CC(c2ccccc2)CC1=O (stereo not given)	-1	3	11	25	0.99	5	-0.3	7
Cc1ccccc1CN1CCN(C(C)C(=O)NCc2ccccc2)CC1 (stereo not given)	-2	-2	-4	-10	0.93	12	-1.1	-16
COc1ccccc1NC(=O)CCC(=O)OCc1ccc(Br)cc1	1	0	2	-2	1	23	0.1	10
C#CCOCCOCCOCCNc1nc(N2CCN(C(=O)Cn3cc(CCCCN)nn3)CC2)nc(N2CCN(C(=O)[C@H]([C@@H](C)CC)n3cc(CCCN=C(N)N)nn3)CC2)n1	0	0	-4	15	0.89	16	-1.2	-10
COc1cc(C(=O)NCc2nnc(SCC(=O)N3CCCC3)o2)cc(OC)c1OC	3	-2	0	-12	1.1	14	0.1	-4
